D1 ag: Allosteric Agonists of the Human D1 Dopamine Receptor: qHTS. D(1A) dopamine receptor (Homo sapiens), P21728. HEK293 T-REx D1 cells, calcium flux, agonist mode. activation, % at 2 µM. hit rate 1% among 360,000. AID 504660, 2011; note: 0% is about no effect
Target sequence (P21728 whole entry, looked up): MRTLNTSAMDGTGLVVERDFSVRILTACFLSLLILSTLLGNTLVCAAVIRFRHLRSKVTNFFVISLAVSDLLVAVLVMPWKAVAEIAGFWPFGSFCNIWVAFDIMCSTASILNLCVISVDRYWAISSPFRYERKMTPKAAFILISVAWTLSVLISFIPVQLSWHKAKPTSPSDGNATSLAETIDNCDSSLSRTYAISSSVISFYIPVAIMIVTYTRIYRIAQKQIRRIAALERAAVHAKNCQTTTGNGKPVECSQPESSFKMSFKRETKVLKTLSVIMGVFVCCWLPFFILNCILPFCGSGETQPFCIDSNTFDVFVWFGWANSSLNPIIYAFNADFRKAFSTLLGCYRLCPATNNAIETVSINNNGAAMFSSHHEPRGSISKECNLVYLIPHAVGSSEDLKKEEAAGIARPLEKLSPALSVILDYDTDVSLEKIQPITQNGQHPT
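Agonism was scored from calcium flux recorded over 180 s (1 read/s) after pintool compound addition, following a 10-cycle baseline. Cells were inducible force-coupled HEK293 TREx D1, plated overnight at 30 C and loaded with no-wash calcium dye.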
TRHR agonist: qHTS for Small Molecule Agonists and Allosteric Enhancers of Human TRH Receptor: Primary Screen for Agonists | activation, % at 2 µM | hit rate 0.18% among 360,000 | Thyrotropin-releasing hormone receptor (Homo sapiens), P34981 | TRHR cells, calcium flux fluo-8, FDSS agonist mode | AID 493084, 2011; note: 0% is about no effect
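Steps: seed TRHR cells overnight; add fluo-8 no-wash Ca dye, RT 30 min–1.5 h; record 10 s baseline; pin-transfer compounds; monitor fluorescence 1 cycle/s for the agonist window. Calcium increases flag candidate agonists.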
TRHR enhancer: qHTS for Small Molecule Agonists and Allosteric Enhancers of Human TRH Receptor: Primary Screen for Enhancers; Thyrotropin-releasing hormone receptor (Homo sapiens), P34981; TRHR cells, fluo-8 calcium fluorescence, EC20 TRH enhancement; enhancement, % at 2 µM; hit rate 0.66% among 360,000; AID 493056, 2011; in the data active = enhancement above about 30%; note: 0% is about no effect
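Enhancer read-out: after compound pinning and an initial kinetic agonist-mode read, an EC20 of TRH (10 nM final) was injected and fluo-8 calcium signal (Ex 480/Em 530) followed at 1 s/cycle for 100 cycles in TRHR-expressing cells.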
D1 antagonist: Antagonist of Human D 1 Dopamine Receptor: qHTS. D(1A) dopamine receptor (Homo sapiens), P21728. activity change, negative = inhibition, % at 10 µM. hit rate 3.2% among 360,000. HEK293 TREx D1 cells, calcium flux, dopamine EC80; active compounds read low; in the data active = activity change below about -30%; note: % is set by controls: 0 for no effect and ±100 for the full control effect
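Cells carrying a force-coupled, tetracycline-inducible human D1 receptor report calcium flux. Each well gets a 10 s baseline, compound with 180 s monitoring, then an EC80 dopamine stimulus with a second 180 s kinetic read.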
D1 potentiator: Potentiators of Human D1 Dopamine Receptor: qHTS. D(1A) dopamine receptor (Homo sapiens), P21728. HEK293 TREx D1 cells, calcium flux, dopamine EC20 potentiation. potentiation, % at 10 µM. hit rate 0.036% among 360,000. AID 504651, 2011; in the data active = potentiation above about 30%; note: 0% is about no effect
D2 PAM: HTS Assay for Positive Allosteric Modulators of the Human D2 Dopamine Receptor: Primary Screen for Potentiators; D(2) dopamine receptor (Homo sapiens), P14416; HEK293 T-REx D2, calcium flux, EC20 dopamine potentiation; potentiation, % at 10 µM; hit rate 0.34% among 340,000; AID 485347, 2010;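 active = potentiation over 3 SD above the plate norm, cut at about 30% in these data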; note: 0% is about no effect
Target sequence (P14416 whole entry, looked up): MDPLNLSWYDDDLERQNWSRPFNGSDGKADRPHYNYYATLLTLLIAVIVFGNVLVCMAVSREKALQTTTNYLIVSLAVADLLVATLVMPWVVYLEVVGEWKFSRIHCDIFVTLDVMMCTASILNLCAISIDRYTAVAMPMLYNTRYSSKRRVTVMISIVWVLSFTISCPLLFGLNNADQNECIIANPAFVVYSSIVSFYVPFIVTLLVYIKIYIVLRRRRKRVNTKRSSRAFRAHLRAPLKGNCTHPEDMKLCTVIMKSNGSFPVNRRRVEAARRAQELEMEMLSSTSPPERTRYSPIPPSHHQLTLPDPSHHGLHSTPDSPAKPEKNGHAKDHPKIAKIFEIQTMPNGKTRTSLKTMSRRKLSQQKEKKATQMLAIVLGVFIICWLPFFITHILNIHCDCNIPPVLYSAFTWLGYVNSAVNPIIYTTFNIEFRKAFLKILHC
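Potentiation of an EC20 dopamine calcium response is measured in a force-coupled, tetracycline-inducible Hek293 Trex D2 line. Compound-only kinetic reads over 180 s flag agonists before dopamine addition.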
RXFP1 antag: qHTS Assay for Antagonists of the Relaxin Receptor RXFP1 | activity change, negative = inhibition, % at 57.5 µM | hit rate 0.59% among 350,000 | Relaxin receptor 1 (Homo sapiens), Q9HBX9 | HEK293-RXFP1, relaxin-stimulated cAMP HTRF, 30 min; active compounds read low;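 active = activity change of -60% or lower, but not beyond a set lower limit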; note: % is set by controls: 0 for no effect and ±100 for the full control effect
D2 antagonist: HTS Assay for Allosteric Antagonists of the Human D2 Dopamine Receptor: Primary Screen for Antagonists; D(2) dopamine receptor (Homo sapiens), P14416; HEK293 TREx D2 cells, calcium flux, dopamine EC80; inhibition, % at 10 µM; hit rate 2% among 340,000; in the data active = inhibition above about 30%; note: 0% is about no effect
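Read-out: kinetic calcium fluorescence (1 cycle/s) in inducible HEK293 T-REx D2 cells after an EC80 dopamine addition that followed 180 s compound preincubation. Loss of the dopamine response indicates antagonism.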
D2 agonist: HTS Assay for Allosteric Agonists of the Human D2 Dopamine Receptor: Primary Screen for Agonists; D(2) dopamine receptor (Homo sapiens), P14416; HEK293 T-REx D2 cells, calcium flux agonist mode; activation, % at 2 µM; hit rate 0.53% among 340,000;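 active = activation over 3 SD above normal in the single-dose calcium agonist read, cut at about 30% in these data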; note: 0% is about no effect
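Tetracycline-induced HEK293 T-REx cells with force-coupled D2 receptor, plated overnight at 30 C, loaded with no-wash calcium dye. After a 10 s baseline, compound was pin-added and calcium flux read kinetically for 180 s; calcium rises flagged agonists.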
Starred values were filed as active, the others as inactive; . = not tested or not shown. Cut-off read from the data, not from the text of the source, unless noted: active = activation above about 30%; inactive = the rest. Not a hit list; 7.3% or so of the library scored in one or more.

Assay codes – A = D1 ag; B = TRHR agonist; C = TRHR enhancer; D = D1 antagonist; E = D1 potentiator; F = D2 PAM; G = RXFP1 antag; H = D2 antagonist; I = D2 agonist
> COc1ccc(-c2c(C)c3ccc(O)c(CN4CCOCC4)c3oc2=O)cc1OC
  A: 0	B: -0.5	C: -3	D: 6	E: -2	F: 11	G: 0	H: .	I: 0.2
> CCOc1ccc(S(=O)(=O)Nc2cc(S(=O)(=O)N3CCOCC3)ccc2OC)cc1
  A: 1	B: 0.1	C: 1	D: 17	E: 2	F: -9	G: -1	H: -49	I: 0.9
> Cc1ccc(C)n1NC(=O)c1ccc(O)cc1
  A: 5	B: 0.3	C: 8	D: 2	E: 6	F: .	G: 11	H: .	I: .
> c1ccc2c(c1)nc1sccn12
  A: 2	B: 0.1	C: -4	D: 11	E: 3	F: 5	G: 2	H: 4	I: 0.3
> COc1ccc(CNC(=O)c2sc3nc4c(c(C(F)(F)F)c3c2N)CCC4)cc1
  A: 18	B: 0.5	C: 9	D: 8	E: -3	F: 1	G: .	H: -11	I: 0.0
> C#CCOCCOCCOCCNc1nc(N2CCN(C(=O)C(Cc3ccc(O)cc3)n3cc(C(N)C(C)CC)nn3)CC2)nc(N2CCN(C(=O)C(Cc3ccc(O)cc3)n3cc(C(N)C(C)CC)nn3)CC2)n1 (configuration not stated)
  A: -5	B: 0.0	C: 4	D: -10	E: 3	F: -3	G: .	H: 0	I: -0.3
> CCN(C(=O)COC(=O)c1cc(NS(=O)(=O)c2ccc(Cl)c([N+](=O)[O-])c2)ccc1O)C1CCCCC1
  A: 3	B: 1.5	C: -11	D: -6	E: -10	F: 2	G: -23	H: -28	I: -0.1
> Cc1ccc(NC(=O)CN(C)C(=O)c2ccccc2OCc2c(C)noc2C)cc1
  A: -1	B: 0.5	C: 2	D: -5	E: -2	F: 6	G: -4	H: -15	I: -0.1
> Cc1cc(OCC(=O)Nc2ccc3c(c2)OCCO3)cc(C)c1Cl
  A: 2	B: 0.2	C: 0	D: -1	E: 0	F: 6	G: -3	H: 4	I: 1.5
> COC(=O)C1=C(C)C(c2ccc(OC)cc2OC)NC(=O)N1 (configuration not stated)
  A: 2	B: 0.7	C: 8	D: 4	E: -8	F: -7	G: -4	H: .	I: .
> S=C(Nc1ccccc1Cl)N1CCCC(c2ccccc2)=N1
  A: 3	B: 1.4	C: -5	D: 9	E: -2	F: -2	G: -17	H: -16	I: 0.4
> Clc1ccc2oc(-c3cccnc3NCc3ccccc3)nc2c1
  A: 3	B: 0.1	C: -6	D: 4	E: -5	F: 0	G: -5	H: 0	I: 0.5
> COc1ccccc1NC(=O)NCc1nc(-c2ccc(C(F)(F)F)cc2)no1
  A: 2	B: 0.9	C: 7	D: 18	E: -2	F: 3	G: -30	H: -21	I: -0.3
> Cc1cccc(NC(=S)N2CCCCC2)c1
  A: 0	B: 0.1	C: -3	D: 2	E: -1	F: 19	G: -11	H: -2	I: 0.7
> O=C(NCc1cccs1)c1cccnc1C(=O)O
  A: 2	B: 51*	C: 7	D: -8	E: 0	F: 4	G: 14	H: -32	I: 0.4
> Cc1cccc(C(=O)N/N=C/C(C)Cc2ccc3c(c2)OCO3)c1 (configuration not stated)
  A: 0	B: 0.6	C: -4	D: 1	E: -3	F: 2	G: -12	H: 3	I: 0.5
> CSc1nc(-c2ccccc2)nc(SC)c1C(C)=O
  A: 6	B: 0.0	C: -1	D: 40	E: 5	F: 15	G: 1	H: -24	I: -1.9
> COCC1CCCCN1C(=O)c1cccc(OC2CCN(S(C)(=O)=O)CC2)c1 (configuration not stated)
  A: 2	B: 0.0	C: -2	D: -22	E: 0	F: 1	G: 6	H: .	I: .
> COCCCNC(=O)CC(NS(=O)(=O)c1ccc(Cl)cc1)c1ccc(OC)cc1 (configuration not stated)
  A: 1	B: -0.1	C: 1	D: -6	E: -5	F: 1	G: 0	H: 5	I: 0.3
> CCCCNc1nc2cccnc2s1
  A: 1	B: -0.3	C: -3	D: -23	E: -6	F: -4	G: -1	H: 11	I: -0.6
> Cc1cccc(OCCSc2cc(C)nc(N)n2)c1
  A: 3	B: -0.2	C: -6	D: -3	E: -5	F: 5	G: -16	H: -2	I: 0.3
> CSCc1ccc(C(=O)NCC(c2cccs2)N2CCOCC2)cc1 (configuration not stated)
  A: 0	B: 0.5	C: 4	D: 7	E: -5	F: -6	G: 0	H: 13	I: 0.4
> CC(=O)OC(C(=O)NC1CCCCC1)c1ccncc1 (configuration not stated)
  A: 3	B: -0.4	C: -1	D: -9	E: -1	F: -2	G: 5	H: -29	I: 0.0
> CSc1nnc(C)c(=O)n1COC(=O)COc1ccc(Cl)cc1
  A: 5	B: -2.9	C: -1	D: -1	E: -10	F: .	G: 4	H: .	I: .
> Cc1ccc2c(C)c(C(=O)N(Cc3ccc(Cl)cc3)C3CCS(=O)(=O)C3)oc2c1 (configuration not stated)
  A: 6	B: 0.4	C: 3	D: -4	E: -3	F: 12	G: -29	H: .	I: -0.4
> CC(C)(C)c1ccc(-n2ncc3c2CCCC3NC(=O)CCN2CCCCC2=O)cc1 (configuration not stated)
  A: 7	B: 0.9	C: 17	D: -5	E: 1	F: -3	G: -7	H: 1	I: -0.4
> CCn1c(COc2ccccc2C)nnc1SCC(=O)CC(=O)Nc1ccccc1
  A: 3	B: 0.1	C: -8	D: 6	E: -6	F: 9	G: -11	H: -35	I: 0.4
> O=C(Nc1ccc(S(=O)(=O)N2CCOCC2)cc1)c1cccs1
  A: 9	B: -0.3	C: 11	D: -20	E: -2	F: -7	G: 3	H: 0	I: 0.0
> CCOC(=O)c1oc2ccc(CNC(C)(C)C)c(Cl)c2c1C
  A: 1	B: 0.8	C: -1	D: -52*	E: -14	F: -9	G: 14	H: 13	I: -0.7
> NC1=NC(=O)C(Cc2cc(Cl)ccc2Cl)S1 (configuration not stated)
  A: 7	B: -0.6	C: -1	D: 2	E: 4	F: 13	G: -8	H: 8	I: -1.6

One compound at a time, as listed above. Order of values: D1 ag | TRHR agonist | TRHR enhancer | D1 antagonist | D1 potentiator | D2 PAM | RXFP1 antag | D2 antagonist | D2 agonist
Cc1ccc2c(C)c(C(=O)N(Cc3ccc(Cl)cc3)C3CCS(=O)(=O)C3)oc2c1 (configuration not stated) is entered as 6 | 0.4 | 3 | -4 | -3 | 12 | -29 | . | -0.4
CC(=O)OC(C(=O)NC1CCCCC1)c1ccncc1 (configuration not stated) is entered as 3 | -0.4 | -1 | -9 | -1 | -2 | 5 | -29 | 0.0
CSCc1ccc(C(=O)NCC(c2cccs2)N2CCOCC2)cc1 (configuration not stated) is entered as 0 | 0.5 | 4 | 7 | -5 | -6 | 0 | 13 | 0.4

Other records:
Assay codes – A = D1 ag; B = TRHR agonist; C = TRHR enhancer; D = D1 antagonist; E = D1 potentiator; F = D2 PAM; G = RXFP1 antag; H = D2 antagonist; I = D2 agonist
> O=[N+]([O-])c1ccc(N2CCN(c3ccccn3)CC2)c(Cl)c1
  A: 1	B: -0.5	C: -3	D: -7	E: .	F: 10	G: 0	H: -4	I: -0.5
> CCc1ccc(/C=C2/SC(=S)N(CCC(=O)Nc3ccc(C(=O)O)cc3)C2=O)cc1
  A: 4	B: -1.1	C: 2	D: -18	E: -3	F: -2	G: .	H: 16	I: 0.0
> CC(=O)C1=C(C)NC(=O)CC1c1ccccc1Cl (configuration not stated)
  A: 0	B: 0.2	C: -5	D: 3	E: -1	F: -10	G: 5	H: -3	I: -0.1
> CCOc1ccccc1NC(=O)c1cccc(S(=O)(=O)N(Cc2ccccc2)c2ccccc2OC)c1
  A: 4	B: -0.2	C: -10	D: 5	E: -3	F: -9	G: -15	H: 0	I: 2.7
> Cc1ccccc1-n1nnnc1SCCCC(=O)c1ccc(F)cc1
  A: 9	B: 1.2	C: -1	D: -22	E: -2	F: -7	G: 3	H: -5	I: 1.2
> Cc1cccc(OCCC(=O)NCC(=O)Nc2c(C)cccc2C)c1
  A: 0	B: -0.5	C: 31*	D: 3	E: -5	F: 6	G: 0	H: 3	I: -0.5
> CCOC(=O)N1CCN(C(=O)C2CCN(S(=O)(=O)c3cc(Cl)ccc3OCC)CC2)CC1
  A: 0	B: -0.1	C: -1	D: -9	E: -2	F: -4	G: -11	H: -10	I: 0.6
> O=C(NCCCN1CCCC1)Nc1ccccc1[N+](=O)[O-]
  A: 1	B: 0.5	C: 1	D: -2	E: -1	F: 3	G: 14	H: 3	I: -0.5
> CC(C(=O)OCC(=O)c1ccc([N+](=O)[O-])cc1)N1C(=O)C2C3CCC(C3)C2C1=O (configuration not stated)
  A: 5	B: -1.9	C: 18	D: 3	E: -2	F: -3	G: 8	H: -14	I: 0.1
> O=C(CN(C(=O)c1csnn1)c1ccc(F)c(Cl)c1)NC1CCCCC1
  A: 2	B: 0.0	C: -7	D: -2	E: -2	F: -5	G: -8	H: -13	I: 0.1
> Cc1cc(C)c(S(=O)(=O)N2CCCC2=O)c(C)c1N(C)S(C)(=O)=O
  A: 3	B: 1.2	C: -3	D: -11	E: 1	F: -7	G: -3	H: 38*	I: 0.9
> COCCCN(C(=S)Nc1c(C)cc(C)cc1C)C(C)c1ccncc1 (configuration not stated)
  A: 3	B: 0.0	C: 1	D: 2	E: -7	F: 6	G: 23	H: 2	I: -0.2
> Cc1cc(C)c(C#N)c(SCc2nc3ccccc3c(=O)[nH]2)n1
  A: 1	B: -0.3	C: -4	D: -1	E: 3	F: -2	G: 8	H: 0	I: -0.3
> CC(=O)/C(=N/Nc1cccc(Cl)c1)N1CCOCC1
  A: -1	B: 0.4	C: -3	D: 16	E: 3	F: -9	G: 0	H: -3	I: 0.2
> Cc1ccc(COc2ccccc2-c2cc(C(=O)N/N=C/c3cccnc3)[nH]n2)cc1
  A: 6	B: 1.7	C: -14	D: -13	E: -1	F: -12	G: -1	H: -19	I: -0.7
> Cc1cc(C)c(CSc2ncc(-c3ccc([N+](=O)[O-])cc3)[nH]2)c(C)c1
  A: 8	B: 1.3	C: 4	D: -16	E: -10	F: -5	G: -13	H: 1	I: 0.8
> Cc1ccc(-c2noc(CN(C)C(=O)c3ccoc3C)n2)cc1
  A: 12	B: 1.4	C: 15	D: 5	E: -6	F: 1	G: -1	H: -11	I: 0.4
> Cc1cccc(N2CCN(C(=O)C3CCN(S(=O)(=O)c4c(C)noc4/C=C/c4ccccc4F)CC3)CC2)c1C
  A: -1	B: 0.3	C: 1	D: 15	E: 0	F: 0	G: -2	H: .	I: 0.2
> CC(C)(C)NC(=O)C1CCN(S(=O)(=O)c2cccc3nsnc23)CC1
  A: 1	B: -0.3	C: 30	D: -15	E: 1	F: .	G: 16	H: .	I: .
